Compound activity (PubChem)
HepG2 tox = HepG2 cytotoxicity, counter-screen for TGF-b inhibitors; HepG2 CAGA-GFP viability, ATP luminescence, 18 h; 0.76% of 410,000 active; Potency, µM (highest dose often 46.1 µM), for inactives: at the top dose activity change, negative = cytotoxicity, most hits filed as cytotoxic; AID 588856; further: some results filed as inactive show a strong effect at the top dose
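CellTiter-Glo luminescence gave cytotoxicity after 18 hours at 37 degrees C. The cells were HepG2 CAGA-GFP in 1% FBS DMEM, stimulated with 500 pg/mL TGF-beta after compound addition. %Activity was normalised to no-cell wells (complete cell-killing) and DMSO (no toxicity), and curves were fitted and classified.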
Nrf2 inh = inhibitors of Nrf2 signaling | AID 504444 | 2.1% of 360,000 active | A549 ARE-Fluc reporter, luciferase luminescence, 18-24 h | Potency, µM (titrated, usually from 46 µM), without a hit: at the top dose activity change, negative = inhibition, actives largely listed as inhibitors; further: on the % scale 0 is the no-effect control and ±100 the full control effect; nearly all actives have a fitted effect of over 60% in size
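Quantitative HTS in A549 cells stably bearing an antioxidant response element-firefly luciferase construct. Inhibition of Nrf2-driven transcription was scored by luminescence after 18-24 h of compound exposure at 37 °C.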
MCF10A rereplic = DNA re-replication induction in MCF 10a cells; MCF 10A DNA re-replication, Hoechst nuclear intensity, 48 h; Potency, µM (doses to about 46.1 µM), without a hit: top-dose activity, positive = re-replication, actives largely listed as activators; 2.9% of 350,000 active; AID 624296; further: % of control where 0% means no effect; nearly all actives have a fitted effect of over 50% in size
A549 tox = counter-screen for Nrf2 inhibitors: cytotoxicity in A549 cells. AID 504648. Potency, µM (highest dose often 46 µM), inactives show top-dose activity change, negative = cytotoxicity, most hits filed as inhibitors. A549 ARE-Fluc cells, CellTiter-Fluor viability, 18-24 h. 0.16% of 390,000 active; further: on the % scale 0 is the no-effect control and ±100 the full control effect
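A549 ARE_Fluc cells in 5% FBS OPTI-MEM were exposed to compounds in concentration-response for 18-24 h at 37 deg C. Viability was read by CellTiter-Fluor fluorescence (Ex 405/Em 525) after 30 min, before the luciferase read.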
S2 tox = reduces viability in counter-screen for ATXN expression inhibitors; S2 cells (HEK-293 line with an ATXN2-luciferase reporter) viability, CellTiter-Fluor protease fluorescence, 24 h; 0.49% of 400,000 active; Potency, µM (top dose mostly 56.7 µM), most hits filed as cytotoxic; further: nearly all actives have a fitted effect of over 40% in size
TGFb SMAD3 inh = blocks TGF-b signaling; HepG2 CAGA-GFP TGF-b/SMAD3 reporter, GFP fluorescence, 18 h; TGF-beta stimulated, 500 pg/mL final; Potency, µM (top dose mostly 46.1 µM), for the others: top-dose activity, negative = inhibition, usual class: inhibitors; 1.2% of 410,000 active; AID 588855; further: on the % scale 0 is the no-effect control and ±100 the full control effect; nearly all actives have a fitted effect of over 65% in size
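Inhibition was scored as loss of TGF-beta-induced (500 pg/mL final, 18 hours, 37 degrees C) GFP in HEPG2 cells carrying a CAGA-GFP reporter, in DMEM with 1% FBS. Well GFP was summed per cell; Activity was normalised to unstimulated and stimulated DMSO wells, then concentration-response fitting.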
EPAC2 antagonist = antagonists of human EPAC2; Q8WZA2; EPAC2 GEF exchange of Rap1B-BODIPY-GDP, fluorescence; Potency, µM (top dose mostly 114 µM), inactives show at the highest dose activity, negative = inhibition, most hits filed as inhibitors; 0.18% of 360,000 active; AID 720708; further: on the % scale 0 is the no-effect control and ±100 the full control effect; nearly all actives have a fitted effect of over 45% in size; many of its hits are not listed in these tables
Target sequence (Q8WZA2 whole entry, looked up): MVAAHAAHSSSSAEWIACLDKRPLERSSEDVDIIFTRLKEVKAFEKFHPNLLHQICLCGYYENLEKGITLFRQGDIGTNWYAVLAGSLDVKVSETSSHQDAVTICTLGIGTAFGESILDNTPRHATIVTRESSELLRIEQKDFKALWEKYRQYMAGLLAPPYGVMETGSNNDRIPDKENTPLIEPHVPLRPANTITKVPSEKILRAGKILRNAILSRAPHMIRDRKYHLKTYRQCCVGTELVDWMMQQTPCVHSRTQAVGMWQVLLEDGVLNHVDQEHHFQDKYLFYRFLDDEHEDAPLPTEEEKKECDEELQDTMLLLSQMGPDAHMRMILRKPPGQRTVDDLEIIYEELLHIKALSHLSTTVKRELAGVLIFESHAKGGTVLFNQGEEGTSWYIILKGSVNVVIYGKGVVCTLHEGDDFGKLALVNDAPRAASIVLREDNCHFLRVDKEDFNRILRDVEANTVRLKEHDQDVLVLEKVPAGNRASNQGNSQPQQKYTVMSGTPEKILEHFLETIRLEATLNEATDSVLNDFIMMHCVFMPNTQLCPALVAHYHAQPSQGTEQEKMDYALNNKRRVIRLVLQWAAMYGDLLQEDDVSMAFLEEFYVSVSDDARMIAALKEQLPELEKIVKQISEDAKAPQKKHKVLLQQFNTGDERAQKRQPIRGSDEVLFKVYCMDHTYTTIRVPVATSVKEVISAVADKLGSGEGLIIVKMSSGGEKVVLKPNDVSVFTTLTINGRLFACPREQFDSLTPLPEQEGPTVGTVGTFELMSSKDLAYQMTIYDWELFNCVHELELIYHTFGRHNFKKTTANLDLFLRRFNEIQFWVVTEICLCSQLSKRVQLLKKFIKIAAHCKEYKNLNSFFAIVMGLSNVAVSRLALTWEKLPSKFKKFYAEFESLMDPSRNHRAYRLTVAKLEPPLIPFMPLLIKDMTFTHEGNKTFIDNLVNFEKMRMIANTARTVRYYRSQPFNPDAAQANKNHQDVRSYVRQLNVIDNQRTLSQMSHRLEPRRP
Nrf2 ARE act = activators of Nrf2 (ARE) signaling; AREc32 ARE-luciferase reporter (MCF7-derived line), luminescence, 24 h; Potency, µM (series often up to 46.1 µM), inactives show at the top dose activation, usual class: activators; 0.31% of 410,000 active; further: % of control where 0% means no effect; nearly all actives have a fitted effect of over 65% in size
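ARE-driven firefly luciferase activity in AREc32 cells measured after a 24 hr compound exposure at 37 deg C, using Steady-Glo reagent and a 30 min room-temperature hold.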
ATXN2 expr inh = ATXN2 expression inhibition. HEK-293 ATXN2-luciferase reporter, luminescence, 24 h. Potency, µM (doses to about 57 µM), for the others: at the top dose activity change, negative = inhibition, usual class: inhibitors. 0.72% of 360,000 active; further: on the % scale 0 is the no-effect control and ±100 the full control effect; nearly all actives have a fitted effect of over 55% in size
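qHTS (up to 57 uM final) was run with 24 h compound exposure of reporter cells at 37 °C. Each well was multiplexed: SteadyGlo luminescence measured ATXN2-luciferase expression after a fluorogenic Gly-Phe-AFC viability readout (25 uM final).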
* marks the source's active call; other numbers are inactive results; i = inactive; ? = inconclusive; nt = not tested or not shown; & = joins results of further samples; [ ] = another dose, or the depositor's remark. The call rests on the fitted dose curve; in most records, active means well fitted curve in the direction sought with a large enough effect; inconclusive means small, poorly fitted or top-dose-only effect, or another doubt; inactive means no such curve, though single readings can be large; an effect the other way counts as inactive or inconclusive. Potency means the concentration at half of the fitted maximal effect.

Compound,HepG2 tox,Nrf2 inh,MCF10A rereplic,A549 tox,S2 tox,TGFb SMAD3 inh,EPAC2 antagonist,Nrf2 ARE act,ATXN2 expr inh
COC(=O)c1c[nH]c(=S)n1Cc1ccccc1,4%,-1%,6%,-1%,i,0%,8%,-0.3%,-3%
CCOC(=O)c1[nH]c2c(c1Cc1ccccc1OC)C(=O)CC(c1ccccc1)C2 (configuration not stated),-7%,?,nt,14%,i,0%,nt,4.7%,-9%
Cc1c(C(=O)N2CCN(S(=O)(=O)c3ccc(F)cc3)CC2)oc2ccccc12,6%,-17%,?,-6%,i,?,4%,0.3%,8%
O=C(COc1cccc2c1CCNC2=O)Nc1cccc(C(F)(F)F)c1,-30%,-30%,0%,6%,i,1%,-5%,0.3%,-11%
O=C(Nc1cccc(F)c1)c1ccc(S(=O)(=O)N2CCCC2)cc1,-17%,3%,-3%,-3%,i,-6%,-4%,-0.5%,-6%
CC(=O)c1ccc(NC(=O)CO/N=C(\C)c2cccs2)cc1,23%,-2%,0%,-1%,i,14%,-2%,-0.6%[9.22 µM],11%
CCCN(CC(=O)Nc1ccc(Cl)cc1Cl)C(=O)c1ccc(=O)[nH]c1,-6%,-22%,6%,2%,i,-4%,-1%,-1.0%,1%
O=S1(=O)CC(N2CCCC2)CN1CCc1ccccc1 (configuration not stated),1%,nt,nt,nt,i,0%,-26%,0.3%,-8%
Nc1nc(-c2ccccc2)c(-c2ccccc2)s1,-17%,8%,4%,-8%,i,18%,-1%,-0.7%,0%
CSc1nc2sc3c(c2c(=O)n1-c1ccc(C)c(Cl)c1)CCN(C(C)=O)C3,-27%,-6%[9.27 µM],nt,-10%,i,-20%,nt,4.7%,-4%
Cc1ccc(S(=O)(=O)NC(C)(C)CSc2nnc(N)s2)cc1,-2%,nt,-3%,2%,i,?,-7%,0.2%,-8%
CCS(=O)(=O)N1CCC2(CC1)OCCN2S(=O)(=O)c1ccc(C)cc1,-8%,-7%,-2%,3%,i,0%,-3%,-0.8%,0%
CC(CN1CCCCC1)NC(=O)c1cccs1 (configuration not stated),7%,-1%,-5%,17%,i,-20%,4%,-0.7%,nt
CN(c1ccc(C(=O)NCC2CCCO2)cc1)S(C)(=O)=O (configuration not stated),0%,23%,8%,6%,i,1%,10%,-1.3%,15%
Cc1cc(C(=O)Nc2ncn[nH]2)ccc1[N+](=O)[O-],-3%,9%,-18%&-1%,0%,i,4%,22%,0.4%,9%
Cc1cc(N2CCOCC2)nc2ccc(NC(=O)CCC(=O)N3CCC(C)CC3)cc12,-27%,?,0%,13%,i,?,-3%,0.4%,23%
Cn1c(C(=O)OC(C(=O)NC2CCCCC2)c2ccccn2)cc2sccc21 (configuration not stated),-9%,-5%,13%,-7%,i,-10%,-13%,0.6%,-15%
O=C(c1ccc(F)cc1)N(NC(=O)C(O)(c1ccccc1)c1ccccc1)c1ccccc1,2%,-6%,4%,-2%,i,-19%,1%,-0.6%,-9%
Cc1cc(NC(=O)Cc2ccccc2)no1,-7%,3%,?,17%,i,0%,3%,0.4%[9.22 µM],0%
Cc1nc(CS(=O)(=O)c2ccccn2)sc1C(=O)NNC(=O)c1ccc(Cl)cc1,-13%,-2%,1%,-6%,nt,2%,1%,-1.2%,-20%

The final 2 records of the section before are carried over, then new ones follow.
Compound,HepG2 tox,Nrf2 inh,MCF10A rereplic,A549 tox,S2 tox,TGFb SMAD3 inh,EPAC2 antagonist,Nrf2 ARE act,ATXN2 expr inh
Cc1cc(NC(=O)Cc2ccccc2)no1,-7%,3%,?,17%,i,0%,3%,0.4%[9.22 µM],0%
Cc1nc(CS(=O)(=O)c2ccccn2)sc1C(=O)NNC(=O)c1ccc(Cl)cc1,-13%,-2%,1%,-6%,nt,2%,1%,-1.2%,-20%
CC(O)(c1ccc(F)c(F)c1)c1nc(-c2cc(F)cc(F)c2)cs1 (configuration not stated),-53%,nt,nt,nt,i,?,-19%,-1.2%,-11%
COc1cc(/C=N/N(C)C2=NS(=O)(=O)c3ccccc32)cc(OC)c1OC,-8%,-13%,?,0%,i,0%,2%,-1.1%,4%
CCOC(=O)c1c(N)sn(-c2ccccc2C)c1=S,-11%,-20%,3%,-5%,i,-18%,-11%,-0.5%,-5%
O=C(CN1C(=O)CSC1=O)Nc1ccc(N2CCOCC2)cc1,-6%,0%,29%,7%,i,1%,1%,-0.1%,-5%
O=C(Cn1cc(C(F)(F)F)ccc1=O)NC1CCCC1,-12%,4%,2%,-7%,i,-1%,4%,-0.6%,nt
Cc1ccc(S(=O)(=O)N/N=C/c2ccc(O)c(O)c2)cc1[N+](=O)[O-],-17%,1%,-1%,1%,i,-13%,3%,6.0%,-13%[11.3 µM]
O=S(=O)(c1cccs1)N1CCN(c2ccccn2)CC1,8%,8%,-2%,nt,i,-2%,14%,0.4%,3%
COc1ccc(S(=O)(=O)Nc2ccc3c(c2)[C@H]2C[C@H](CC(=O)NCC4CC4)O[C@@H](CO)[C@H]2O3)cc1,-7%,nt,nt,nt,i,-4%,-4%,0.4%,9%
Cc1ccc(Cl)cc1-n1ncc2c(NCCc3ccccc3)ncnc21,-58%,nt,nt,4%,?,?,nt,-1.2%,?
OC(c1ccc(F)cc1)c1ncc(-c2cccc3ccccc23)[nH]1 (configuration not stated),-24%,nt,nt,nt,i,-14%,-3%,5.7%,9%
CCOc1ccccc1-n1nnnc1SCC(=O)NC(=O)Cc1ccccc1,3%,-2%,3%,12%,i,0%,-7%,-0.2%,-3%
CC(C)(C)c1ccc(OCc2cnc(Cl)s2)cc1,-12%,21%,-40%[inhibitor],3%,i,-7%,-2%,4.4%,-1%
O=C1N=C(N2CCOCC2)S/C1=C/c1ccc(-c2ccccc2Cl)o1,-33%,?,?,nt,i,-4%,1%,-0.3%,-15%
CCc1ccc(NC(=O)CCCc2nnc3n(C(C)CC)c(=O)c4sccc4n23)cc1 (configuration not stated),-18%,-10%,nt,-2%,nt,?,nt,4.1%,nt
C=CCOc1ccccc1CNc1ccc2[nH]c(=O)[nH]c2c1,-8%,-5%,-6%,-14%,?,-14%,5%,15%,-35%[11.3 µM]
COc1ccc(C(=O)NNC(=O)CCc2ccccc2OC)cc1,8%,7%,-1%,-2%,i,11%,-2%,-0.4%,5%
O=S(=O)(c1cccc(S(=O)(=O)N2CCCC2)c1)N1CCCCC1,0%,0%,1%,-1%,i,-2%,-3%,0.3%,-2%
C/C(CC(=O)Nc1ccccn1)=N\NC(=O)C(=O)Nc1cccc(C)c1,1%,-6%,1%,-10%,i,8%,1%,3.7%,2%
Cc1cccc(-c2nc(C)c(CCNC(=O)C(=O)Nc3c(C)cc(C)cc3C)s2)c1,-16%,nt,nt,0%,i,20%,nt,0.6%,1%
COc1cccc(CNC(=O)c2ccc3c(c2)S(=O)(=O)N=C2CCCCCN23)c1,-2%,7%,18%,5%,i,3%,14%,0.0%,-14%
CC(NC(=O)COC(=O)C1CSC2(C)CCC(=O)N12)C12CC3CC(CC(C3)C1)C2 (configuration not stated),5%,1%,-3%,2%,i,6%,-8%,0.4%,-4%
COc1ccc(/C=N/N=C2\SC(CC(=O)O)C(=O)N2c2ccccc2)c(OC)c1 (configuration not stated),-2%,2%,3%,7%,i,-2%,2%,-0.1%,-12%
[O-]/C(=C(\C(=S)Nc1ccc(SC(F)F)cc1)[n+]1cccc(CO)c1)c1ccc(Cl)s1,6%,0%,-4%,-22%,i,-19%,3%,6.2%,-16%
O=C(O)C(=O)Cc1c[nH]c2ccccc12,-20%,-4%,?,2%,i,-4%,-6%,9.4%,-10%
CC(=O)N1CCN(C(=O)c2cccc(S(=O)(=O)N3c4ccccc4CC3C)c2)CC1 (configuration not stated),-20%,-6%,?,1%,i,-17%,-18%,2.1%,-1%
O=C(Nc1nnc(CSCc2ccc(F)cc2)s1)c1cccc([N+](=O)[O-])c1,-3%,18µM*,?,?,i,-23%,-16%,4.0%,-9%
COc1ccc(-n2c(=O)c3c4c(sc3n(Cc3ccccc3)c2=O)CCC4)c(OC)c1,-1%,4%[9.27 µM],nt,1%,nt,-1%,nt,0.9%,nt
Oc1ccc(-c2nnc(-c3ccc(O)cc3)nn2)cc1,4%,-1%,26%,-1%,i,-3%,-8%,-0.6%,46%[activator]
CCC(Oc1ccccc1OC)C(=O)N1CC(=O)Nc2ccccc21 (configuration not stated),-10%,-2%,-1%,6%,i,-16%,-4%,-0.7%,1%
CC(=O)N/C(=C\c1ccccc1)C(=O)OC(C)C(=O)c1ccccc1 (configuration not stated),4%,1%,-1%,-3%,i,0%,15%,4.2%,9%
Cc1cc(NC(=O)CSc2nc(C(C)C)nc3c2c(=O)n(C)c(=O)n3C)no1,-6%,-18%,-1%,-8%,i,1%,12%,-0.2%,-12%
CN(CC(=O)NC1CCCc2ccccc21)C1CCCCC1 (configuration not stated),4%,?,-6%,2%,?,7%,9%,-0.6%,5%
Nc1nc2n(n1)C(c1ccc(Cl)cc1)CC(c1ccc(F)cc1)N2 (configuration not stated),-82%,1%,3%,17%,i,?,4%,2.5%,-10%
COc1ccccc1CNC(=O)[C@H](C)NC(=O)C1CCN(C(=O)[C@@H](N)CCSC)CC1,2%,-5%,3%,-14%,i,-3%,3%,-1.0%,-4%
CCCCC(CC)CNC(=O)CCCCCn1c(=O)[nH]c2ccsc2c1=O (configuration not stated),-21%,4%[9.27 µM],nt,-7%,?,?,nt,0.2%,-23%
O=C(O)/C(=C\c1ccccc1)c1ccccc1,5%,-2%,2%,1%,i,10%,-2%,-0.7%,30%

Some of the compounds tested, so the mix of outcomes need not match the whole.
